HIF-2a block: blocks HIF-2a reporter activity | hit rate 0.72% among 360,000 | inhibition, % at 18.8 µM | 786-0 RCC cells HIF-2a reporter, luciferase luminescence, overnight;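 active = inhibition of the luminescence signal of 40% or more relative to plate controls, in a single-dose primary screen at 18.75 µM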
NR2E3 ag-1: activates human photoreceptor nuclear receptor NR2E3. GST-NR2E3/biotin-RetCOR TR-FRET, 1536-well. AID 2300. Q9Y5X4. hit rate 0.12% among 320,000. inhibition of corepressor binding, % at 4.78 µM;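 active = percent inhibition above the cutoff of mean plus 3 SD of all tested compounds, set per screening campaign, cut at about 20% in these data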;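 also: 0% = DMSO wells and 100% = biotin wells as full block of FRET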
Target sequence (Q9Y5X4 whole entry, looked up): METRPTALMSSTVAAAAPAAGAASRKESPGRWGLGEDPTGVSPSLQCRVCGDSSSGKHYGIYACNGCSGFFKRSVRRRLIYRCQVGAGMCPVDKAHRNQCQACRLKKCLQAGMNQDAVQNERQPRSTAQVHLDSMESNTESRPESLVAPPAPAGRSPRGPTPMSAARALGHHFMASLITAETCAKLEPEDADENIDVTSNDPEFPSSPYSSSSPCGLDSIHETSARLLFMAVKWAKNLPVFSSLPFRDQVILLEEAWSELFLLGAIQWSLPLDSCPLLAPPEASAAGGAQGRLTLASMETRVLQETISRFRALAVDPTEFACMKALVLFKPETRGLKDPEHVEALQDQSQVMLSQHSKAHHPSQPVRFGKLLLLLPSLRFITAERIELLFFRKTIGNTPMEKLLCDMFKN
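System: GST-tagged NR2E3 plus biotinylated RetCOR corepressor; Buffer or medium: pH 7.5 Tris-based buffer; Probe or stimulus: RetCOR corepressor, biotinylated, 7 nM; Doses: compound at 4.8 µM, single dose; Schedule: 5 h incubation at 4 °C; Technique: time-resolved FRET; Evaluation: percent inhibition of TR-FRET ratio; Replication: one well per compound, singlicate testing.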
PDI inh: inhibitors of human protein disulfide isomerase | P07237 | PDI insulin aggregation turbidity, A650, 90 min | inhibition, % at 10 µM | hit rate 0.052% among 350,000 | AID 588391;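 active = mean inhibition across replicates of 30% or more, whatever share of single replicates reach that level; inconclusive = mean inhibition below 30% while every single replicate reaches 30%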;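 also: absorbance from insulin aggregation driven by PDI reduction with DTT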
Target sequence (P07237 whole entry, looked up): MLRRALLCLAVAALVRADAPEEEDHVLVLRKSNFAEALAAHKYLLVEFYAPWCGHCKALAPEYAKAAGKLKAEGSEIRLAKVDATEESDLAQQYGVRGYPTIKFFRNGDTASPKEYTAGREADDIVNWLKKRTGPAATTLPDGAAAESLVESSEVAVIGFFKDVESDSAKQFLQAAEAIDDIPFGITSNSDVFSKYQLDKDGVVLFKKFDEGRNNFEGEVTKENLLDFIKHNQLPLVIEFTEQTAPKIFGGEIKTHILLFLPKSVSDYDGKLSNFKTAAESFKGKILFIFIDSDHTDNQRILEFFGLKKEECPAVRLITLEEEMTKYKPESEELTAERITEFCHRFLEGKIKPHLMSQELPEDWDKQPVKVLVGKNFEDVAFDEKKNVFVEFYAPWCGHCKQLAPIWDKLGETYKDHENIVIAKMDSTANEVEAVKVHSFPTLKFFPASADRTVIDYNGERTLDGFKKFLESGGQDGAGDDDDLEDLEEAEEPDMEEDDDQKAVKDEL
Vif imaging: inhibitors of HIV Vif | hit rate 0.35% among 340,000 | inhibition, % at 7.49 µM | AID 602346 | HEK293T cells, Vif self-association by quenched fluorescence, imaging, 24 h; in the data active = inhibition above about 50%, passing the limit was not always enough; inconclusive = no clear call, values can overlap the other calls; inactive = below about 31%; also: some results filed as inactive read as strong as hits
Peg3 promoter: Peg3 promoter activity inhibition; hit rate 1.7% among 360,000; inhibition, % at 20 µM; HeLa PEG-Prom luciferase reporter, luminescence, overnight;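 active = inhibition of at least 50% at 20 µM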
CF NFkB inh: cystic fibrosis NF-kB activation inhibition | KKLEB NF-kB-GFP reporter, PAF-induced, GFP fluorescence overnight | inhibition, % at 5 µM | hit rate 0.86% among 360,000 | AID 588850;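 active = at least 50% inhibition at 5 µM, scaled per plate between neutral and stimulator controls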;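 also: PAF is a Pseudomonas aeruginosa culture filtrate used as stimulus; plate controls were PAF-stimulated DMSO wells for no effect and unstimulated DMSO wells for full effect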
MITF TRPM1 inh: reduces MITF-dependent TRPM1 promoter luciferase signal. SK-MEL-5 TRPM1 promoter luciferase, 24 h. inhibition, % at 12.5 µM. hit rate 0.83% among 330,000;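 active = mean inhibition across replicates of 60% or more, whatever share of single replicates reaches that level; inconclusive = some that reach 60%, reason not given; inactive = mean inhibition across replicates below 60%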; also: values of inactives mirror those of a sister screen read the other way
KKLEB cytotox: CF airway cell cytotoxicity counter-screen | KKLEB CF airway cells viability, ATPlite luminescence, overnight; active compounds read low; cells stimulated with P. aeruginosa culture filtrate | hit rate 0.36% among 360,000 | activity change (cytotoxicity), % at 5 µM;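 active = corrected activity change at or below -50% at 5 µM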
CaV13 ICDI inh: Primary screen for inhibitors of IQ motif and Ca2+-dependent inactivation inhibitor domain binding in CACNA1D, Förster resonance energy transfer in living cells, …; HEK cells, CFP/YFP FRET ICDI-IQ, plate reader, 10 min; percent FRET-ratio fall versus neutral wells; AID 743397; inhibition, % at 12.3 µM; hit rate 0.098% among 340,000;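 active = mean replicate inhibition of at least 30% and at least 1% of replicates passing that level; inconclusive = only one of the two criteria is met; inactive = neither criterion is met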;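 also: 0% = median of the neutral control wells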
NR2E3 ag-2: agonists of human NR2E3 nuclear receptor; CHO-S Gal4-NCOR/VP16-NR2E3 two-hybrid, luciferase; inhibition of corepressor binding, % at 3.98 µM; hit rate 0.35% among 360,000; AID 602229;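 active = inhibition above the mean of all tested compounds plus 3 SD, cut at about 70% in these data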;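 also: 0% = DMSO with NR2E3 transfected cells and 100% = cells lacking NR2E3 construct; higher means lower luciferase signal from less NR2E3 corepressor binding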
Shn3 3UTR inh: reduces Shn3 3'UTR luciferase signal in osteoblasts; Clone20 osteoblast Shn3 3'UTR firefly luciferase, 24 h; inhibition, % at 12.5 µM; hit rate 0.52% among 360,000;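 active = mean inhibition of at least 75% with every replicate also reaching 75%; inconclusive = mean inhibition at least 75% but some replicate below; inactive = mean inhibition below 75%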;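 also: 0% = median of neutral control wells and 100% = pilot-screen positive control compound; some compounds past the cut are filed as inactive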
The depositor's hits bear a star; ? = inconclusive; . = no result given.

SMILES	HIF-2a block	NR2E3 ag-1	PDI inh	Vif imaging	Peg3 promoter	CF NFkB inh	MITF TRPM1 inh	KKLEB cytotox	CaV13 ICDI inh	NR2E3 ag-2	Shn3 3UTR inh
CCCc1nnc(NC(=O)NCCN2C(=O)C3C4C=CC(C4)C3C2=O)s1 (configuration not stated)	-7	0	-9	.	-7	-10	-1	-5	-5	7	-12
Cc1n[nH]c(=O)c2c(NC(=O)COC(=O)Cc3ccc(Cl)cc3Cl)oc(C)c12	0	-1	-3	5	4	-2	5	-4	-7	-11	0
Cc1nn(C)c(C)c1NS(=O)(=O)c1ccc(Cl)cc1	7	2	-1	0	2	-26	2	-4	-6	-15	-5
CC1Cc2cc(S(=O)(=O)NCc3ccccc3)ccc2N1C(=O)C1CC1 (configuration not stated)	-46	-1	-7	-2	-14	8	2	-5	-4	5	21
CSCCC(NC(=O)c1cccc(C)c1)C(=O)OCC(=O)NC(=O)c1cccn1C (configuration not stated)	11	-3	-5	6	15	-6	-5	14	-6	-12	-5
Cc1c(C(=O)NCc2ccc3c(c2)OCO3)oc2ccc(Br)cc12	-49	-1	-2	-8	12	7	1	-18	-3	-24	12
O=C(NCCc1ccccc1F)c1ccc2c(c1)OCCO2	91*	1	-2	4	106*	2	88*	-26	-6	72*	?
CCCc1nnc2c(N(C)S(=O)(=O)c3ccc(C)cc3)nc3ccccc3n12	14	-3	5	-4	17	18	-15	-14	-2	5	7
CCOC(=O)N(C)C[C@@H]1OCc2cnnn2CCCC(=O)N([C@H](C)CO)C[C@H]1C	0	.	0	1	0	-3	.	-4	.	-19	-1
OCCCNc1ncnc2c1ncn2[C@H]1CN(Cc2cccs2)C[C@@H](CO)O1	2	.	-4	4	6	-2	.	4	-3	-7	14
O=[N+]([O-])c1ccc2nccn2c1	15	-2	8	5	-1	1	13	12	-4	-9	7
CCOC(=O)c1nn(-c2ccc(F)cc2)c2nc(-c3ccccc3)c(C#N)c(=O)n12	21	1	-21	-1	10	-44	10	7	-5	-5	-12
O=C(Nc1cc(C(F)(F)F)ccc1N1CCCC1)c1ccc2c(c1)OCO2	5	1	5	-17	14	-13	18	2	-5	4	22
CCOC(=O)/C(C(N)=NCC(C)C)=C(/O)c1ccccc1	-34	-4	-5	-18	-16	7	-13	0	-5	-36	-11
CCCCOC(=O)c1cc(=O)[nH]c2ccccc12	-46	-1	4	11	-22	-6	3	-3	-8	-23	-28
COC(=O)c1ccccc1NC(=O)c1cccc(NC(=O)CSCc2ccccc2)c1C	13	4	-8	0	21	-4	10	-6	-15	24	10
Cc1nc(NC(=O)/C=C/c2ccc(F)cc2)sc1C(=O)N(C)C	-41	0	5	2	-31	8	-9	1	-4	-30	-27
FC(F)(F)c1cccc(-c2nnc3ccc(C(F)(F)F)cn23)c1	9	0	-1	-2	-4	-16	-4	-3	-3	12	14
CC(=O)c1cccc(N2C(=O)C3C(C(=O)Nc4cc(C)on4)C4(C)C=CC3(O4)C2C(=O)NC(C)(C)C)c1 (configuration not stated)	2	0	2	1	1	-7	-7	1	-3	5	7
O=C(O)CCn1cc(-c2ccc(Cl)cc2)nc1-c1ccncc1	22	3	-9	-5	-7	-27	12	13	-6	-8	-3
CCNC(=O)OCC(CC)NC(=O)OCC(C)C (configuration not stated)	5	1	-1	-3	9	-22	-5	6	.	-3	-5
O=S(=O)(c1ccc(SCCOc2ccc(F)cc2)nc1)N1CCCC1	4	-1	5	-12	16	14	-6	-7	-6	5	22
O=C(CCN1CCN(c2ccc(F)cc2)CC1)Nc1ccc(F)cc1	10	0	-4	21	17	7	7	-4	-1	2	19
COCCN1C(=O)c2ccc(C(=O)O)cc2C1=O	12	-1	3	-7	12	7	9	-1	-4	-7	15
CCOC(=O)C1CCCCN1S(=O)(=O)c1ccc2c(c1)CC(C)N2C(=O)C1CCC1 (configuration not stated)	10	3	-8	-6	4	10	-10	-6	-13	-21	-16

Rewritten with each value named: 2 of the compounds above
O=C(NCCc1ccccc1F)c1ccc2c(c1)OCCO2
  HIF-2a block: 91*
  NR2E3 ag-1: 1
  PDI inh: -2
  Vif imaging: 4
  Peg3 promoter: 106*
  CF NFkB inh: 2
  MITF TRPM1 inh: 88*
  KKLEB cytotox: -26
  CaV13 ICDI inh: -6
  NR2E3 ag-2: 72*
  Shn3 3UTR inh: ?
CCCc1nnc2c(N(C)S(=O)(=O)c3ccc(C)cc3)nc3ccccc3n12
  HIF-2a block: 14
  NR2E3 ag-1: -3
  PDI inh: 5
  Vif imaging: -4
  Peg3 promoter: 17
  CF NFkB inh: 18
  MITF TRPM1 inh: -15
  KKLEB cytotox: -14
  CaV13 ICDI inh: -2
  NR2E3 ag-2: 5
  Shn3 3UTR inh: 7

No new results follow: entries from further up.
SMILES	HIF-2a block	NR2E3 ag-1	PDI inh	Vif imaging	Peg3 promoter	CF NFkB inh	MITF TRPM1 inh	KKLEB cytotox	CaV13 ICDI inh	NR2E3 ag-2	Shn3 3UTR inh
CSCCC(NC(=O)c1cccc(C)c1)C(=O)OCC(=O)NC(=O)c1cccn1C (configuration not stated)	11	-3	-5	6	15	-6	-5	14	-6	-12	-5
Cc1c(C(=O)NCc2ccc3c(c2)OCO3)oc2ccc(Br)cc12	-49	-1	-2	-8	12	7	1	-18	-3	-24	12
O=C(NCCc1ccccc1F)c1ccc2c(c1)OCCO2	91*	1	-2	4	106*	2	88*	-26	-6	72*	?
CCCc1nnc2c(N(C)S(=O)(=O)c3ccc(C)cc3)nc3ccccc3n12	14	-3	5	-4	17	18	-15	-14	-2	5	7
CCOC(=O)N(C)C[C@@H]1OCc2cnnn2CCCC(=O)N([C@H](C)CO)C[C@H]1C	0	.	0	1	0	-3	.	-4	.	-19	-1
OCCCNc1ncnc2c1ncn2[C@H]1CN(Cc2cccs2)C[C@@H](CO)O1	2	.	-4	4	6	-2	.	4	-3	-7	14
O=[N+]([O-])c1ccc2nccn2c1	15	-2	8	5	-1	1	13	12	-4	-9	7
CCOC(=O)c1nn(-c2ccc(F)cc2)c2nc(-c3ccccc3)c(C#N)c(=O)n12	21	1	-21	-1	10	-44	10	7	-5	-5	-12
O=C(Nc1cc(C(F)(F)F)ccc1N1CCCC1)c1ccc2c(c1)OCO2	5	1	5	-17	14	-13	18	2	-5	4	22
CCOC(=O)/C(C(N)=NCC(C)C)=C(/O)c1ccccc1	-34	-4	-5	-18	-16	7	-13	0	-5	-36	-11
CCCCOC(=O)c1cc(=O)[nH]c2ccccc12	-46	-1	4	11	-22	-6	3	-3	-8	-23	-28
COC(=O)c1ccccc1NC(=O)c1cccc(NC(=O)CSCc2ccccc2)c1C	13	4	-8	0	21	-4	10	-6	-15	24	10
Cc1nc(NC(=O)/C=C/c2ccc(F)cc2)sc1C(=O)N(C)C	-41	0	5	2	-31	8	-9	1	-4	-30	-27
FC(F)(F)c1cccc(-c2nnc3ccc(C(F)(F)F)cn23)c1	9	0	-1	-2	-4	-16	-4	-3	-3	12	14
CC(=O)c1cccc(N2C(=O)C3C(C(=O)Nc4cc(C)on4)C4(C)C=CC3(O4)C2C(=O)NC(C)(C)C)c1 (configuration not stated)	2	0	2	1	1	-7	-7	1	-3	5	7

(listing goes on)
SMILES	HIF-2a block	NR2E3 ag-1	PDI inh	Vif imaging	Peg3 promoter	CF NFkB inh	MITF TRPM1 inh	KKLEB cytotox	CaV13 ICDI inh	NR2E3 ag-2	Shn3 3UTR inh
COc1ccc(C(CNC(=O)c2oc3ccc(OC)cc3c2C)N2CCCC2)cc1 (configuration not stated)	-10	-3	-4	-13	-22	-3	-18	-2	0	19	8
COc1ccc(C(=O)NC(=S)Nc2ccc(S(=O)(=O)Nc3cc(OC)ncn3)cc2)cc1	14	1	-1	-8	5	3	4	3	-3	-19	9
Cc1ccc(C(F)(F)F)cc1NC(N)=S	14	-3	10	2	5	0	4	4	-9	-29	-5
Cc1cc(N2C(=O)C=CC2=O)c([N+](=O)[O-])cc1C	51*	1	-2	38	105*	66*	32	-1	.	7	89*
CN(CC(=O)Nc1ccc(Cl)cc1)C(=O)CNC(=O)c1ccc(Br)o1	-1	3	-5	-9	6	22	-7	-10	-2	-8	-2
COC(=O)C(C)Sc1nc(N)c(NC(=O)c2ccco2)c(=O)[nH]1 (configuration not stated)	3	3	.	1	0	-20	7	-3	-8	-21	-4
O=C1c2ccccc2C(=O)N1CCC(O)C[N+](=O)[O-] (configuration not stated)	22	-3	11	2	14	8	1	-5	-5	-8	5
CCOC(=O)C1(Cc2ccccc2)CCN(Cc2cc(=O)c3ccccc3[nH]2)CC1	17	2	13	.	13	6	-3	-6	-6	-14	-7
Clc1ccc(-c2csc(N3CCc4ccccc4C3)n2)cc1	-115	1	3	4	-11	-16	9	9	.	-48	8
COc1cc(C(=O)NCCOc2cc(C)cc(C)c2)c(Br)c(OC)c1OC	7	1	-3	.	23	-15	16	-20	.	-40	-65
COc1ccc(-n2nc(C(N)=O)c(O)cc2=O)cc1	18	3	-1	-3	-1	1	-12	13	6	-11	-2
Cc1cccc(OC2(c3ccccc3)OC(=O)c3ccccc32)c1C (configuration not stated)	11	1	9	.	32	2	-2	16	-8	14	8
Cc1ccc(N(Cc2cc3cccc(C)c3[nH]c2=O)S(=O)(=O)c2ccccc2)c(C)c1	6	3	4	-4	39	-2	1	2	.	-25	-4
COc1cccc(/C=N/NC(=O)c2ccoc2C)c1	-293	0	-6	-2	-225	2	-32	-9	-2	-100	.
Cn1c(N)c(C(=O)COc2ccc(Cl)cc2Cl)c(=O)n(C)c1=O	15	4	18	1	0	15	11	8	6	1	7
CN(CC(=O)Nc1ccc(F)cc1)C(=O)CSc1nccn1C	8	0	8	-2	-15	9	5	-30	-2	1	-5
CCOC(=O)C1CCN(c2nc3cc(OC)ccc3cc2C#N)CC1	12	5	-3	-6	3	8	-7	-1	-4	-37	9
COC(=O)CC1C(=O)NCCN1C(=S)Nc1cc(C)cc(C)c1 (configuration not stated)	10	1	3	0	-2	-6	-9	-14	-6	-21	1
CCN=c1scc(-c2ccco2)n1/N=C/c1ccc(O)cc1	-25	0	8	11	-180	-10	-71	12	-4	-68	-75

From PubChem
